DDE Tn6 FP inh: inhibitors of Tn6 peptide binding to human fibrin DD(E). actives 0.21% (n = 370,000). Fibrin DD(E) TRITC-Tn6 fluorescence polarization displacement. P02675. inhibition, % at 8.3 µM;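 active = inhibition above a per-campaign cutoff: mean of compounds within control limits plus 3 SD, cut at about 15% in these data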;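 note: 0% = median of all compound wells on the plate and 100% = blocking peptide control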
ADAM10 inh: ADAM10 inhibition, QFRET primary screen; actives 0.62% (n = 370,000); recombinant ADAM10, EDANS/DABCYL FRET peptide cleavage, 3 h; inhibition, % at 7 µM; O14672;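 active = inhibition above a per-campaign cutoff equal to the mean of compounds falling between control-based bounds plus 3 SD, cut at about 20% in these data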;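 note: 0% = DMSO wells while the 100% control is not disclosed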
DDE Tn7 FP inh: inhibitors of Tn7 peptide binding to human fibrin DD(E); inhibition, % at 8.3 µM; FP displacement of FITC-Tn7 peptide from fibrin DD(E); 0% = median of compound wells per plate; P02675; actives 0.13% (n = 370,000);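 active = inhibition above the mean of compounds falling within the control limits plus 3 SD of them, cut at about 14% in these data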;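 note: 0% = plate median of compound wells and 100% = 10 µM Aha-Tn7 peptide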
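Measure: % inhibition scaled between sample-field median and high-control FP; Test system: human fibrin DD(E); Quantity: 2 µM final DD(E) protein; Doses: one dose, 8.3 µM nominal; Schedule: compound with protein 10 min, then 3 h after probe, room temperature; Detection: fluorescence polarization; Medium: Tris buffer with calcium and detergent, pH 7.8.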
ARFGAP1 inhibitor: inhibitors of rat ARFGAP1. Arfgap1-stimulated ARF1 GTP hydrolysis, GDP FP detection. inhibition, % at 16.5 µM. actives 0.26% (n = 360,000). Q62848;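 active = inhibition above a per-plate limit, mean inhibition of low control wells plus 3 SD, cut at about 25% in these data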;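 note: 0% = DMSO wells with enzyme and 100% = wells lacking Arfgap1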
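material = rat Arfgap1 catalytic domain, aa 1-136 | also added = human ARF1(Δ1-17)-GTP substrate | compound dosing = one concentration, 16.5 µM, DMSO 1.26% | times = GTP hydrolysis reaction 2 h at 25 °C | measured by = FP, GDP Alexa 633 tracer displaced from anti-GDP antibody, 620/688 nm | evaluation = percent inhibition of Arfgap1-stimulated GTP hydrolysis | replication = single well per compound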
ASAP1 GAP inh: blocks human ASAP1-stimulated Arf1 GTP hydrolysis; Q9ULH1; GDP FP detection; inhibition, % at 16.5 µM; actives 0.19% (n = 360,000); AID 624377; in the data active = inhibition above about 25%;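 note: 0% = vehicle with enzyme and substrate and 100% = no enzyme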
ADAM17 inh: inhibitors of human ADAM17. inhibition, % at 6.95 µM. recombinant ADAM17, EDANS/DABCYL FRET peptide cleavage. AID 720648. actives 0.83% (n = 370,000). P78536;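 active = inhibition above the mean of compounds lying between control limits plus 3 SD, set per campaign, cut at about 8.5% in these data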;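 note: 0% = DMSO-only wells as the low control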
TDP2 inh: blocks human TDP2 phosphodiesterase activity; O95551; recombinant TDP2, T5PNP hydrolysis, p-nitrophenol absorbance 415 nm; inhibition, % at 12.8 µM; actives 0.34% (n = 370,000);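 active = inhibition above the mean of all tested compounds plus 3 SD, set per campaign, cut at about 25% in these data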;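 note: 0% = DMSO with enzyme and 100% = buffer with substrate but no TDP2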
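Read-out basis: percent inhibition. System: recombinant human TDP2. Buffer or medium: Mg2+-containing Tris-HCl buffer, pH 7.5. Repeats: single replicate. Timing: reaction 2 h, 37 °C. Benchmarks: high control without enzyme, low control DMSO plus TDP2. Probe or stimulus: 5 mM T5PNP. Doses: 12.8 µM only. Measured by: epi absorbance of p-nitrophenol freed from T5PNP by hydrolysis.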
PLC-gamma1 inh: PLC-gamma1 (human) inhibition, primary screen; P19174; purified PLC-gamma1, fluorogenic substrate, fluorescence; AID 720700; inhibition, % at 12.2 µM; actives 0.84% (n = 370,000); in the data active = inhibition above about 9.5%
Target sequence (P19174 whole entry, looked up): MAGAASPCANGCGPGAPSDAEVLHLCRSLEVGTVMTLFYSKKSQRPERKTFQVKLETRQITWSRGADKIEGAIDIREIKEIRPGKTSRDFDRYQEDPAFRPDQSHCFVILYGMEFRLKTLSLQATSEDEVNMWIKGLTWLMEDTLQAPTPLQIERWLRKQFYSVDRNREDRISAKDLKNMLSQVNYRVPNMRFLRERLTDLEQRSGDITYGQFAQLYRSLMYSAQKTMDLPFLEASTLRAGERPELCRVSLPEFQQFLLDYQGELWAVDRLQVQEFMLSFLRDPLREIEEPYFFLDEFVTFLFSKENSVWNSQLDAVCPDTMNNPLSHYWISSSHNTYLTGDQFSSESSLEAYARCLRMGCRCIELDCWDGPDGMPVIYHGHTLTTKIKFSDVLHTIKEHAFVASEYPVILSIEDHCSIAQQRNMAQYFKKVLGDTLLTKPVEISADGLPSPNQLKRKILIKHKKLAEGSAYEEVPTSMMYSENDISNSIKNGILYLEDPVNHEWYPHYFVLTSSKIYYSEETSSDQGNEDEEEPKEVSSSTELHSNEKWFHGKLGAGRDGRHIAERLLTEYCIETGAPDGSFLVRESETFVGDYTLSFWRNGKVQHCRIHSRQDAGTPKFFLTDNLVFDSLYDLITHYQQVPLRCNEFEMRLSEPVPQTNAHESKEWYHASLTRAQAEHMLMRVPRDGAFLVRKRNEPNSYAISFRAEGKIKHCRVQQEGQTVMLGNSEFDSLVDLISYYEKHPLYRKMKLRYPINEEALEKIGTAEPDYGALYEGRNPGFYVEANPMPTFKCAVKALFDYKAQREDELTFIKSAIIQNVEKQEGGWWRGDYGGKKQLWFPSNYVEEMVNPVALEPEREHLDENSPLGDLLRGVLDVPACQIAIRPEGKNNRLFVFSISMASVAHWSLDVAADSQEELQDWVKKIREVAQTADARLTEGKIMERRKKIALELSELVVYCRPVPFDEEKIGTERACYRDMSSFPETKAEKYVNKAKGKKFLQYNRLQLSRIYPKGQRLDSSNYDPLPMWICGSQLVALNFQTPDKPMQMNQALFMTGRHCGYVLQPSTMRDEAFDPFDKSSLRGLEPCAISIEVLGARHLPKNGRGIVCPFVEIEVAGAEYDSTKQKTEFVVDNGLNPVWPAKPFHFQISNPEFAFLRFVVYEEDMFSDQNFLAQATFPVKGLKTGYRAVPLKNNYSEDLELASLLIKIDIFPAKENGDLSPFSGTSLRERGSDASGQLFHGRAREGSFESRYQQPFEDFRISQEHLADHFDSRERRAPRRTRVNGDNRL
SIAE inh: human SIAE inhibition, primary screen | Q9HAT2 | SIAE FP-Rh probe binding, fluorescence polarization | inhibition, % at 9.66 µM | actives 0.69% (n = 370,000);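 active = inhibition above a cutoff: mean of compounds within the control limits plus 3 SD of those, cut at about 17% in these data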;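 note: 0% = plate median of compound wells and 100% = probe without SIAE protein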
PLC-beta3 inh: blocks human PLC-beta3 enzyme activity; Q01970; Purified PLC-beta3, fluorogenic substrate, fluorescence; inhibition, % at 12.2 µM; actives 0.18% (n = 370,000); AID 720704; in the data active = inhibition above about 11%;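 note: 0% = median of compound wells on plate and 100% = full blocker control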
Active calls of the source: *; i = inactive; · = no result given.

DDE Tn6 FP inh	ADAM10 inh	DDE Tn7 FP inh	ARFGAP1 inhibitor	ASAP1 GAP inh	ADAM17 inh	TDP2 inh	PLC-gamma1 inh	SIAE inh	PLC-beta3 inh	molecule
2	5	-5	2	-7	-1	4	-1	13	-8	CC(=O)c1c(C)[nH]c(C(=O)OCCOc2ccccc2)c1C
-1	8	-6	-12	13	5	-17	8	2	4	O=C(NCCCN1CCOCC1)c1cc2ccccc2o1
-7	-4	1	15	-8	-1	-2	0	1	-2	Oc1ccccc1C=NC1=NN(c2cccc(C(F)(F)F)c2)CC1
-1	-5	-2	11	-8	-1	9	2	-6	-10	Cc1ccc(S(=O)(=O)NC(=O)Nc2ccc(C)cc2C)cc1
1	-7	10	-1	6	-1	4	0	-2	-7	CCOC(=O)Cc1nn(C(C)C)c(=O)c2ccccc12
3	8	1	-4	2	-1	-1	2	-2	-5	Cc1ccc(C)c(NC(=O)COC(=O)CNC(=O)c2ccccc2Cl)c1
6	4	6	-6	4	0	5	1	-6	3	CC(C)CC(NC(=O)OCc1ccccc1)C(=O)NCC(=O)NCC(=O)OCc1ccccc1 (stereo not drawn)
0	-10	1	3	7	-6	5	1	-12	0	O=C(COc1ccccc1/C=C\c1nc(O)c([N+](=O)[O-])c(=O)[nH]1)Nc1ccccc1
2	-22	0	-10	10	-14	2	-4	1	-5	CCCCN(CC)Cc1c(C)[nH]c2c(ccc3ccccc32)c1=O
-4	-5	5	4	-12	-5	-5	3	-3	-7	O=C1CCCN1CCCNS(=O)(=O)c1cccc(F)c1
2	1	0	18	11	-2	10	1	3	4	NCCCCCc1cn(CC(=O)NCCCCCCCCCCC(=O)N2CCNCC2)nn1
9	-1	6	-4	2	-1	-6	3	-3	2	CC(C)NC(=O)c1cc(C2CCCCN2S(=O)(=O)c2ccc(F)cc2F)on1 (stereo not drawn)
-1	13	-2	5	-12	8	2	4	-91	5	COc1ccc(NC(=S)NC(NC(=O)c2cccc3ccccc23)C(Cl)(Cl)Cl)c([N+](=O)[O-])c1 (stereo not drawn)
5	5	0	1	2	1	-2	-4	6	-4	O=S(=O)(CCN1CCN(C(c2ccccc2)c2ccccc2)CC1)C(F)(F)F
1	1	1	-1	8	1	6	3	-4	-1	O=S(=O)(c1ccccc1)N1CCN(S(=O)(=O)N2CCCCCC2)CC1
-3	-8	-1	2	1	-6	14	-1	-3	-6	Cc1ccc(S(=O)(=O)N2CCN(C)CC2)cc1
-2	-4	1	6	-2	-1	-5	3	-3	-10	CCOC(=O)[C@]12CCC=C1N(Cc1ccco1)C(=O)[C@H](CC(=O)N1CCC(c3ccccc3)CC1)C2
-3	10	-1	-6	8	6	-25	-24	-9	0	CCN(CC(=O)N1CCOCC1)S(=O)(=O)c1ccc2ccccc2c1
10	-4	4	0	-1	-2	-10	-32	-11	-57	COc1ccc(CN(C)S(=O)(=O)c2nnc(NC(=O)c3cccc(F)c3)s2)cc1OC
-2	-12	-2	-7	12	-3	-3	1	-2	3	COc1ccc(/C=C(/C#N)C(=O)NC2CCCCC2)cc1Br
-2	-5	2	10	9	-2	2	-1	3	-1	CCCCN(C(=O)CN1C(=O)C2CC=CCC2C1=O)c1c(N)n(CCC)c(=O)[nH]c1=O (stereo not drawn)
-5	6	-2	8	-4	6	-10	2	0	-11	Cc1ccc2nc(C)cc(SCC(=O)N/N=C/c3ccco3)c2c1
-2	6	-1	-9	4	1	21	0	5	-3	O=C(COc1ccc(Br)cc1Cl)NCCCN1CCOCC1
-1	0	3	2	-2	-1	8	2	-6	-6	Cc1ccc(-n2nc3c(=O)n(CC(=O)NCCc4cccs4)nc(C)c3c2C)cc1
2	5	-10	1	11	6	-5	7	2	1	CC(NC(=O)CCCOc1ccc(Cl)cc1)c1ccccc1 (stereo not drawn)

Brought forward from above: 5 compounds; new compounds follow.
DDE Tn6 FP inh	ADAM10 inh	DDE Tn7 FP inh	ARFGAP1 inhibitor	ASAP1 GAP inh	ADAM17 inh	TDP2 inh	PLC-gamma1 inh	SIAE inh	PLC-beta3 inh	molecule
-2	-5	2	10	9	-2	2	-1	3	-1	CCCCN(C(=O)CN1C(=O)C2CC=CCC2C1=O)c1c(N)n(CCC)c(=O)[nH]c1=O (stereo not drawn)
-5	6	-2	8	-4	6	-10	2	0	-11	Cc1ccc2nc(C)cc(SCC(=O)N/N=C/c3ccco3)c2c1
-2	6	-1	-9	4	1	21	0	5	-3	O=C(COc1ccc(Br)cc1Cl)NCCCN1CCOCC1
-1	0	3	2	-2	-1	8	2	-6	-6	Cc1ccc(-n2nc3c(=O)n(CC(=O)NCCc4cccs4)nc(C)c3c2C)cc1
2	5	-10	1	11	6	-5	7	2	1	CC(NC(=O)CCCOc1ccc(Cl)cc1)c1ccccc1 (stereo not drawn)
-9	1	7	7	15	-4	-3	-12	-84	-13	O=C(/C=C/c1ccco1)Nc1cccc(-c2nc3ccccc3[nH]2)c1
9	1	-2	-8	2	-6	7	-1	3	-10	CC(C1CC1)N(C(=O)c1ccccc1[N+](=O)[O-])c1ccccc1 (stereo not drawn)
0	0	-2	5	-12	0	12	0	-1	-6	O=C(O)C(Cc1ccccc1)n1c(=S)[nH]c2ccccc2c1=O (stereo not drawn)
2	5	-6	6	10	0	2	1	-3	-3	CCn1c(SCC(=O)N2CCN(C)CC2)nc2c1c(=O)n(C)c(=O)n2C
7	5	4	-5	3	1	-7	-2	-1	-4	CCc1cc(-c2cnnn2CCc2c[nH]c3ccccc23)ccc1-c1cn(CC(C)C)nn1
-1	-9	0	-7	0	-2	12	-2	-2	-1	CC1Cc2ccccc2N1C(=O)CSc1nc2ccccc2n1CC(=O)N1CCOCC1 (stereo not drawn)
-1	-5	-14	8	4	1	-10	7	0	6	CCC(=O)Nc1ccc(NC(=O)CSc2nnnn2-c2cccnc2)cc1C
-5	8	3	5	0	-1	1	3	-2	4	CCNC(=O)CSc1nnc(C2CC2)n1-c1ccccc1
6	0	10	-5	3	-4	15	-2	-6	-7	CN(C)S(=O)(=O)c1ccc(C(=O)Nc2ccc3ncccc3c2)cc1
1	-3	-4	6	-4	0	-3	2	-4	2	CCCC1(c2ccccc2)NC(=O)N(CC(=O)Nc2sc(-c3ccccc3)cc2C(=O)OCC)C1=O (stereo not drawn)
3	-4	4	-3	-7	-5	-17	-21	-16	-59	CCOC(=O)Nc1cccc2c1-c1ccc([N+](=O)[O-])cc1C2=O
10	7	7	1	15	-1	-1	4	-2	1	C=C1CCN([C@H](C(=O)Nc2ccc(OC)cc2)C(C)C)S(=O)(=O)c2ccccc21
-2	-18	6	0	-4	-6	-6	-2	6	-5	Cc1noc(C)c1S(=O)(=O)N1CCCc2nc(-c3ccc(Br)cc3)ccc21
5	1	-1	2	-4	2	-1	0	-4	-3	COc1ccc(-c2noc(C3CCCN(C(=O)Nc4ccccc4)C3)n2)cc1 (stereo not drawn)
-2	i	1	2	5	i	-10	i	-2	i	Cc1ccc2nc3c(cc(C(=O)NCC4CCCO4)c(=N)n3C3CCCC3)c(=O)n2c1 (stereo not drawn)
-3	-7	1	-3	-6	-1	-6	0	6	2	CC(NC(=O)c1ccc2nc(Cc3cccc(Cl)c3)oc2c1)c1ccncn1 (stereo not drawn)
-1	-3	-5	-8	-9	-5	1	-7	-1	-14	O=C(Nc1ccc2nc(N3CCOCC3)sc2c1)c1ccccc1
3	2	-5	-7	-1	1	5	2	2	2	O=C(c1ccccn1)N(CC1CCCO1)C1(C(=O)NC2CCCCC2)CCCCC1 (stereo not drawn)
-13	-11	-5	3	0	-2	-19	-38	-21	-47	COc1ccc(-c2csc(NC(=O)c3ccc(OCC(=O)N4CCOCC4)c(OC)c3)n2)cc1
6	-2	0	·	·	-3	-1	-3	-2	-2	Cc1ccc(S(=O)(=O)N(CCc2ccccc2)CC(=O)N2CCOCC2)cc1
5	-32	8	10	9	-5	-1	3	-4	-5	Cc1cc(SCC(=O)Nc2ccc3[nH]c(=O)[nH]c3c2)nc2ccccc12
5	2	0	6	0	-2	8	-6	-4	0	CCOC(=O)CC(=O)CSc1nnc2c(n1)[nH]c1ccccc12
-8	i	8	-2	14	-118	2	-122	-12	-177	Cc1c(C)c2c(OCC(=O)NCc3cccnc3)cc3c(c2oc1=O)CCC(C)(C)O3
-9	10	-2	-6	0	3	-14	8	-12	1	CCCC1=C(C(=O)OCC)C(c2ccc(O)cc2)n2ncnc2N1 (stereo not drawn)
-2	3	-3	8	-7	1	1	0	0	3	CC1=C(C(=O)OCc2ccccc2)C(c2ccc([N+](=O)[O-])cc2)NC(=O)N1CCCC(=O)O (stereo not drawn)
0	2	-2	-3	5	0	0	-6	-25	-16	CC(C)Sc1nsc2nc(=O)c(/C=C3\C=Nc4ccccc43)c(N)n12
4	-2	6	18	0	-2	-8	-5	6	-6	COc1ccc2c(c1)Cc1sc(NC(=O)c3cccnc3)nc1-2
5	0	3	-1	-12	1	8	1	12	-1	Cc1ccc(NC(=O)c2cnccn2)cc1S(=O)(=O)N1CCCCCC1
-6	4	0	3	13	0	7	5	-1	2	CC(C)(C)c1ccc(OCCCC(=O)Nc2ccc(S(N)(=O)=O)cc2)cc1
4	1	2	2	7	1	-1	-4	2	-2	Cc1cc(Nc2ccccc2C(=O)O)n(-c2ccc([N+](=O)[O-])cc2)n1
10	-1	0	-12	-21	-3	-1	0	1	0	O=C(Nc1ccccn1)C1CCN(C(=O)c2ccc(Cl)cc2)CC1
-6	10	-10	2	2	7	-19	5	-1	1	COc1ccc(Cc2[nH]n3c(=O)cc(C(C)C)nc3c2-c2ccccc2)cc1
3	-6	3	9	11	0	3	-2	-3	-1	Cc1nn(C)cc1/C=N\NC(=O)c1ccc(Cn2cc(Cl)cn2)cc1
0	1	-4	10	10	0	-7	1	4	0	Cc1cc(C(=O)NCCC2=CCCCC2)c(C)o1
-5	-4	-6	-8	-6	0	4	0	-4	-4	Cc1ccc(N2C(=O)CCC2=O)c(C)c1
-9	-2	-6	-6	-2	-5	9	-2	-1	-1	Cc1cc(=O)[nH]c(Nc2cccc(C(F)(F)F)c2)n1
1	-7	3	6	1	-3	7	2	-2	-3	C#CC1(NC(=O)NS(=O)(=O)c2ccc(C)cc2)CCCCC1
